# High-throughput results from PubChem.
# Pf growth 48h: inhibits P. falciparum growth in the first generation, 48 h. P. falciparum luciferase growth in erythrocytes, 48 h. Potency, µM (series often up to 28.7 µM), for inactives: at the highest dose activity change, negative = inhibition, usual class: inhibitors. hit rate 5.9% among 310,000. AID 504832; further: potency means the concentration at half of the fitted maximal effect; on the % scale 0 is the no-effect control and ±100 the full control effect
#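 In quantitative HTS format, infected erythrocytes bearing luciferase-reporter parasites were treated for a single generation at 37 C. Luminescence after adding detection reagent served as the growth measure.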
# LmPK inh: LmPK (Leishmania mexicana) enzyme inhibition; Q27686; purified LmPK, Kinase-Glo ATP luminescence, 1 h; Potency, µM (top dose mostly 57.5 µM), for the others: at the highest dose activity change, negative = inhibition, hits mostly inhibitors; hit rate 0.37% among 290,000; AID 1721; further: potency means the concentration at half of the fitted maximal effect; on the % scale 0 is the no-effect control and ±100 the full control effect
# Target sequence (Q27686 whole entry, looked up): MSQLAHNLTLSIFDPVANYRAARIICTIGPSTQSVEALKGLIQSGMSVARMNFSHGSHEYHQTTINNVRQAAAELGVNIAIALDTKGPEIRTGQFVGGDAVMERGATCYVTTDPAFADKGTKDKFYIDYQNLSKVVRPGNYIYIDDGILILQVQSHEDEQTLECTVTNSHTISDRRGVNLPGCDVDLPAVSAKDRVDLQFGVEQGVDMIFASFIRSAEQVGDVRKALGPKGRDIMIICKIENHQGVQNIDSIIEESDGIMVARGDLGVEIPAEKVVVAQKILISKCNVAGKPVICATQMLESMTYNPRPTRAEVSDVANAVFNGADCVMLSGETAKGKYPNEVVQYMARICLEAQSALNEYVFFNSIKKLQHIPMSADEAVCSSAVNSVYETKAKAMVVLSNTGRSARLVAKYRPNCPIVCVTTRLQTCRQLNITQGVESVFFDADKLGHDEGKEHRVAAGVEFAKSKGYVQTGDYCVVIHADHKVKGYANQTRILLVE
#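 qHTS format; LmPK 0.1 nM; substrates PEP 0.5 mM and ADP 0.1 mM. One-hour room-temperature incubation, then coupled luciferase luminescence; 0.5 nM enzyme wells mark activation.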
# Pf growth 96h: P. falciparum growth inhibition at 96 hours | hit rate 6.9% among 320,000 | Potency, µM (highest dose often 28.7 µM), inactives show at the top dose activity change, negative = inhibition, hits mostly inhibitors | P. falciparum luciferase reporter growth, 96 h; further: potency means the concentration at half of the fitted maximal effect; on the % scale 0 is the no-effect control and ±100 the full control effect
#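 Two-generation exposure (96 h) targets delayed-death phenotype. Reporter parasites carrying integrated firefly luciferase, in red cells at 2% hematocrit and 0.05% parasitemia final, kept at 37 C, 5% CO2; luminescence loss indicates inhibition.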
# AmpC no deterg: AmpC beta-lactamase inhibition without detergent; hit rate 0.52% among 330,000; AID 485341; AmpC nitrocefin hydrolysis, absorbance 480 nm, 0.0001% Triton; Potency, µM (top dose mostly 57.1 µM), without a hit: at the top dose activity change, negative = inhibition, usual class: inhibitors;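 further: potency means the concentration at half of the fitted maximal effect; plate controls were no compound for no effect and no enzyme for full effect; nearly all actives have a fitted effect of over 20% in size; some results filed as inactive show a strong effect at the top dose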
# Target sequence (P00811 whole entry, looked up): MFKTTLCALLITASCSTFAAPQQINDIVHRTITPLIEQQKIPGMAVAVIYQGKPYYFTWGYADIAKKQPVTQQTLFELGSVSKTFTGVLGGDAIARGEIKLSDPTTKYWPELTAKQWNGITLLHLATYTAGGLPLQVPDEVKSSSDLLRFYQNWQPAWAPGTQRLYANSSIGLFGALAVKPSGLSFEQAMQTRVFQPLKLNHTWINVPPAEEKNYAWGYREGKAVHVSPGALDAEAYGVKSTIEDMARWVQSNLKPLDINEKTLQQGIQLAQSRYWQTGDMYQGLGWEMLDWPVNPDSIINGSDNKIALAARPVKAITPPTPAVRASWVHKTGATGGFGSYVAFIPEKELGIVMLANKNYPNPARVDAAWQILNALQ
#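 AmpC (5.3 nM in the dispensed reagent) in 20 mM phosphate pH 7.0 with 0.01% (detergent screen) or 0.0001% Triton X-100 was preincubated with compounds for 15 min at room temperature. Nitrocefin was then added from an 800 uM solution, and hydrolysis was followed at 480 nm.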
# CHX counter: counter-screen hit for Shiga toxin inhibitors, cycloheximide. max response, %. AID 2314. hit rate 12% among 300,000. cell reporter, cycloheximide protein synthesis inhibition counterscreen; in the data active means max response mostly above about 13%, no sharp cut-off; inactive means mostly below about 14%; further: read at 38.3 µM for the half of the compounds with a filed dose; 0% is about no effect
# Shiga toxin inh: inhibitors of Shiga toxin in Vero cells; inhibition, % at 38.7 µM; hit rate 9.2% among 290,000; Vero cells, Shiga toxin protein synthesis inhibition reporter; in the data active means inhibition mostly above about 28%, no sharp cut-off; inactive means mostly below about 43%; further: 0% is about no effect
# Tb PYK inh: inhibitors of Trypanosoma brucei pyruvate kinase; TbPYK enzyme, Kinase-Glo Plus ATP luminescence, 45 min; hit rate 0.12% among 410,000; Potency, µM (series often up to 76.8 µM), for the others: at the top dose activity, negative = inhibition, actives largely listed as inhibitors; AID 624173; further: potency means the concentration at half of the fitted maximal effect; on the % scale 0 is the no-effect control and ±100 the full control effect; nearly all actives have a fitted effect of over 50% in size
#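 Luminescence from Kinase-Glo Plus, added after a 45-minute room-temperature reaction, served as the end-point read-out. The enzyme and substrate were preincubated with compound before ADP (130 uM final) initiated turnover. Concentration-effect curves came from normalized qHTS data.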
# * hit, by the source's call; ? = inconclusive; / = no result given; [ ] = dose if it differs, or a comment. Unless noted, the call rests on the fitted dose curve; in most records, active means well fitted curve in the direction sought with a large enough effect; inconclusive means small, poorly fitted or top-dose-only effect, or another doubt; inactive means no such curve, though single readings can be large; an effect the other way counts as inactive or inconclusive.
structure,Pf growth 48h,LmPK inh,Pf growth 96h,AmpC no deterg,CHX counter,Shiga toxin inh,Tb PYK inh
O=C(c1ccco1)N1CCN(c2ccc(Cl)cc2)CC1,34%[activator],-2%,1%,-10%,37*,79*,-7%
CCCCCCc1nnc(NC(=O)OCC)s1,-3%,-2%,-14%,-3%,-3,-5,1%
COCc1c(C(=O)N2CCN(Cc3ccc(C#N)cc3)CC2)oc2ccccc12,-22%,0%,?,103%[activator],-8,-3,2%
COc1cc(C(C(=O)NC(C)(C)C)N(C(=O)CNC(=O)c2cccs2)c2ccccc2)cc(OC)c1OC (stereo not drawn),?,5%,-15%,?,0,13,-4%
NC(=O)c1ccccc1N/C=C/C(=O)c1ccco1,107%[activator],?,-11%,-26%,30*,69*,-4%
CCN(CC)CCN1C2=C(C(=O)CC(C)(C)C2)C(c2cccc(F)c2)C2=C1CC(C)(C)CC2=O,?,1%,?,-5%,-1,-4,8%
NC(=O)C[C@@H]1NC(=O)CNC(=O)c2cc([N+](=O)[O-])cc(I)c2NCCC(C(N)=O)NC1=O (stereo partly drawn),32%[activator],1%,-16%,-20%,-4,4,-3%
Cc1nnc(SCc2cc(=O)oc3cc(O)ccc23)n1Cc1ccccc1,?,1%,2.1µM*,-18%,0,13,-12%
COc1ccc(N(C)S(=O)(=O)c2ccc(C)cc2)c([N+](=O)[O-])c1,-6%,-1%,23%,-11%,-11,3,4%
COC(=O)c1c(NC(=O)c2nc3ccccc3s2)sc2c1CCN(C(C)=O)C2,/,10%,10µM*,-7%,-6,-5,5%
CCNC(=S)N(CCCO)Cc1cc2cc3c(cc2[nH]c1=O)OCCO3,50%[activator],-2%,?,-2%,1,-19,-18%
COC(=O)c1ccccc1C(=O)N1CCCC(C(=O)c2ccc(OC)c(OC)c2)C1 (stereo not drawn),-15%,1%,-3%,69%[activator],1,-2,-11%
Cc1onc(C(=O)Nc2sc3c(c2C(N)=O)CCCC3)c1[N+](=O)[O-],-7%,-12%,-6%,-50%,20*,34,?
CCOC(=O)c1cc(-c2ccccc2)sc1NC(=O)CC,5.2µM*,4%,2.3µM*,-17%,-1,-9,-11%
CCOC(=O)NC(Cc1c[nH]c2ccccc12)C(=O)NCCc1ccc(S(N)(=O)=O)cc1 (stereo not drawn),?,0%,?,-13%,9,1,13%
Cn1cccc1C(=O)NC(=O)COC(=O)Cc1coc2ccc3ccccc3c12,-14%,-3%,-21%,-48%,4,-8,0%
CN1C(=O)C2(c3ccccc31)c1c(oc3ccccc3c1=O)C(=O)N2CCO (stereo not drawn),3%,0%,21%,-5%,-4,-9,1%
CCOc1cccc(N2C(=O)CC(NCc3ccc(S(N)(=O)=O)cc3)C2=O)c1 (stereo not drawn),20%,8%,?,-8%,3,10,-8%
Cc1ccc(/C(N)=N/OC(=O)C(C)c2ccc([N+](=O)[O-])cc2)cc1 (stereo not drawn),-3%,0%,13%,-28%,-5,19,-6%
CCOc1ccc(N2Cc3ncccc3C2=O)cc1,90%[activator],?,143%[activator],-4%,47*,137*,-27%
Cc1cc(-c2ccc(C)c(S(=O)(=O)N3CCN(c4ccccn4)CC3)c2)on1,?,4%,?,73%[activator],12,-10,-2%
COc1ccc(C(=O)N/N=C/c2cc(Br)ccc2O)cc1OC,?,-3%,?,-3%,-1,-13,0%
Cn1cnc([N+](=O)[O-])c1Sc1ncn[nH]1,?,11%,?,-17%,-2,-4,-4%
O=C(CCN1CCCCO1)N1CCCC(Nc2cccc(F)c2)C1 (stereo not drawn),38%[activator],-7%,?,-13%,-3,3,-5%

# 2 neighbouring records already listed, quoted:
structure,Pf growth 48h,LmPK inh,Pf growth 96h,AmpC no deterg,CHX counter,Shiga toxin inh,Tb PYK inh
O=C(c1ccco1)N1CCN(c2ccc(Cl)cc2)CC1,34%[activator],-2%,1%,-10%,37*,79*,-7%
CCCCCCc1nnc(NC(=O)OCC)s1,-3%,-2%,-14%,-3%,-3,-5,1%

# (next part)
structure,Pf growth 48h,LmPK inh,Pf growth 96h,AmpC no deterg,CHX counter,Shiga toxin inh,Tb PYK inh
Cc1ccc(N2C(=O)C3C(C2=O)N2C(c4cccs4)C4C(=O)N(c5ccc(C)cc5)C(=O)C4N2C3c2cccs2)cc1 (stereo not drawn),?,0%,1.9µM*,19%,-3,-2,1%
COc1cc2cc(C(c3nnnn3C(C)(C)C)N3CCc4ccccc4C3)c(=O)[nH]c2cc1OC (stereo not drawn),?,1%,?,105%[activator],0,-3,-6%
COc1ccc(OC)c(NC(=O)Cn2cc(C=O)c3ccccc32)c1,0%,5%,?,-26%,-2,3,2%
O=C(CSc1ccc2nnc(-c3ccccn3)n2n1)N1CCN(c2ccccc2)CC1,/,9%,9%,39%,-4,-12,1%
Cc1ccc(S(=O)(=O)Oc2ccc(/C=C(/NC(=O)c3ccccc3)C(=O)NCCCC(=O)O)cc2)cc1,0%,7%,-9%,0%,-3,12,-14%
CC1CC1C(=O)OCC(=O)Nc1ccc(N=Nc2ccccc2)cc1 (stereo not drawn),233%[activator],-2%,348%[activator],-14%,55*,93*,3%
COc1ccc([N+](=O)[O-])cc1NS(=O)(=O)c1ccc(C(=O)N2CCCC2)cc1,-19%,/,?,5%,/,/,1%
CC(=O)Nn1cnc2c(c1=O)C1(CCCCC1)Cc1ccccc1-2,/,7%,0%,63%[activator],-4,-6,0%
Cc1ccc(-n2nnnc2SCC(=O)Nc2sc(C)c(C)c2C#N)cc1C,-7%,-4%,3%,0.32µM*,-2,10,-10%
CN1C(=O)C(=Cc2ccccc2Oc2ccc(Cl)c(F)c2)C(=O)N(C)C1=O,?,-6%,66%[activator],-19%,-1,-20,?
COc1ccc(NC(=O)CN2CCC(Cc3ccccc3)CC2)cc1S(=O)(=O)N1CCOCC1,-12%,1%,?,197%[activator],1,-5,-3%
Cc1c(Cl)cccc1NC(=O)CCN1CCCC(C)C1 (stereo not drawn),2%,2%,?,-11%,-4,-17,3%
COc1ccc(NS(=O)(=O)c2cc(NC(=O)c3cccc(OCc4c(C)noc4C)c3)ccc2OC)cc1,9.3µM*,-2%,6.6µM*,-12%,-1,-7,5%
CCCn1nc(NC(=O)COC)c2cc3cc(C)ccc3nc21,114%[activator],-6%,161%[activator],24%,25,3,-7%
O=c1[nH]c2ccc(S(=O)(=O)N3CCN(c4ccccc4F)CC3)cc2s1,10%,2%,1%,-45%,0,-9,2%
COc1ccc(NC(=O)c2ccc(NC(=O)COC(=O)CC(NC(=O)c3ccccc3Cl)c3ccccc3)cc2)cc1 (stereo not drawn),35%[activator],2%,43%[activator],-58%,22*,49,-9%
CSc1ccccc1OCc1cc(C(=O)N2CCc3c(Cl)cccc3C2)no1,17%,8%,?,-22%,4,-2,2%
c1ccc(-c2noc(C34CC5CC(CC(C5)C3)C4)n2)cc1,23%,4%,/,-25%,14*,19,-6%
O=C(Cc1ccccc1Cl)NNC(=O)Nc1ccccc1,1%,1%,-6%,4%,-2,-15,0%
CCOc1ccc(N(C)C(=O)CCc2nnc3ccc(N4CCCCC4)nn23)cc1,-12%,-5%,?,75%[activator],-2,-3,6%
Cc1ccc(S(=O)(=O)NCc2ccccc2)cc1C(=O)N(C)CC(=O)Nc1c(Cl)cccc1Cl,-12%,/,-3%,?,/,/,-2%
CC(C)c1ccc(NS(=O)(=O)c2ccc3[nH]cc(C(=O)N4CCC(C(N)=O)CC4)c(=O)c3c2)cc1,0%,9%,-16%,-3%,-2,1,7%
Cc1cccc(NC(=O)Nc2c(C)n(C)n(-c3ccccc3)c2=O)c1,42%[activator],0%,60%[activator],0%,-4,-4,-11%
O=C(O)CCc1[nH]c2ccccc2c1Sc1ccccc1,/,3%,1%,-29%,-4,-5,6%
CC(Cl)C(=O)c1c(N)n(C)c(=O)n(C)c1=O (stereo not drawn),13%,0%,/,-15%,-2,-33,-3%
COc1cccc(C2=NOC(C(=O)Nc3c(C)n(C)n(-c4ccccc4)c3=O)C2)c1 (stereo not drawn),-17%,0%,12%,0%,1,-6,-1%
O=C(Nc1ccc(Cl)cc1)[C@@H]1[C@@H]2C(=O)N(c3ccc(Cl)cc3Cl)C(=O)[C@@H]2[C@H]2C=CC=NN21,-29%,2%,/,-27%,6,6,/
CC(=O)NC1(C(=O)O)CCCC1,42%[activator],-3%,31%[activator],-3%,-3,8,-2%
O=C(c1ccccc1)N1CCN(C2CCCCC2)CC1,-8%,-5%,133%[activator],-15%,-2,-1,0%
CCn1c(SCC(=O)Nc2cc(C)on2)nnc1-c1cccc(C)c1,3%,3%,?,-26%,1,93*,-11%
Oc1ccc(C=Nc2ccccc2-c2nc3ccccc3[nH]2)cc1,54%[activator],-3%,?,?,70*,92*,1%
CN(C)c1ccc(CN(C(=O)/C=C/c2ccco2)C2CCS(=O)(=O)C2)cc1 (stereo not drawn),-2%,-2%,?,15%,7,14,-5%
Cc1noc(C)c1COC(=O)CCCc1c[nH]c2ccccc12,12µM*,3%,?,-5%,-3,-6,-6%
Cc1ccc(NC(=O)c2cncc(Br)c2)c(O)c1,-28%,-3%,?,-13%,35*,66*,2%
O=C1c2ccc(-c3ccc4c(c3)C(=O)N(CCCO)C4=O)cc2C(=O)N1CCCO,9%,0%,24%,0%,-3,12,4%
Cc1cc(C)nc(N2CCC(C(=O)NCCc3ccccc3)CC2)n1,-13%,-3%,204%[activator],-15%,-2,-9,0%
Cc1cc(C)c2nc(SCC#N)cc(C)c2c1,/,11%,-24%,-32%,-3,-10,1%
S=C(Nc1ccccc1)N1CCN(C(=S)Nc2ccccc2)CC1,0%,13%,5.2µM*,-12%,-2,-9,/
Cc1ccc(C)c2[nH]c(=O)c(CCNC(=O)CC(C)(C)C)cc12,6%,1%,25%,-13%,-4,-17,-9%
CCCS(=O)(=O)Nc1c(C(=O)O)[nH]c2ccc(OC)cc12,9%,-2%,22%,-31%,-1,9,0%
O=C1COc2ccc(C(=O)COC(=O)c3ccccc3[N+](=O)[O-])cc2N1,1%,/,25%,-21%,/,/,-11%
COc1ccc2[nH]c(=O)c(CN(C)C(=O)C3CCCCC3)cc2c1,-8%,1%,-13%,-10%,-1,10,-2%
O=C(c1cccn(Cc2ccc(C(F)(F)F)cc2)c1=O)N1CCOCC1,3%,2%,-11%,-14%,9,-8,-6%
O=C(c1ccc(F)cc1)N1CCN(c2cc(=O)[nH]nc2-c2ccccc2)CC1,?,0%,?,4%,-1,-8,6%
CC(=O)c1cc(CN2CCN(CC=C(C)C)C(CCO)C2)cs1 (stereo not drawn),29%,1%,-5%,-9%,-4,-11,-1%
